# Screens: PubChem BioAssay, several laboratories
# PGE2 EP2 inh = blocks the human prostaglandin E2 receptor EP2. C6 glioma cells expressing human EP2, cAMP TR-FRET; cells stimulated with saturating PGE2. inhibition, % at 25 µM. actives 0.52% (n = 260,000). AID 1422;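 active = percent inhibition above 40 after rounding to a whole number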;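 note: rat C6 glioma host cells with rolipram phosphodiesterase inhibitor present; the protocol text gives 20 µM as final concentration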
# Target sequence (P43116 whole entry, looked up): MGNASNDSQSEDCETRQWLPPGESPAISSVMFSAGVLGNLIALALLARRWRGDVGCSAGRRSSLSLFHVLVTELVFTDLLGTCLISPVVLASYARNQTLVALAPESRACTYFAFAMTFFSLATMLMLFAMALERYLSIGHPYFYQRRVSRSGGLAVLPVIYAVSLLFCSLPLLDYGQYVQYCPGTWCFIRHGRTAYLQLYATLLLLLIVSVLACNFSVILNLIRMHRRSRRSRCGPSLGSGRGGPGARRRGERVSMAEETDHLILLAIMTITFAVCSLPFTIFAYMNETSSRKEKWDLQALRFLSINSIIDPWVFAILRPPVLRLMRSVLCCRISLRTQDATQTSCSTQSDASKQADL
# TRPML3 agonist = human mucolipin-3 channel agonism | Q8TDD5 | HEK293 TRPML3-YFP, Fluo-8 calcium fluorescence; 100% = the carbachol control signal | activation, % at 3 µM | actives 0.29% (n = 220,000);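 active = activation above its plate's cutoff, the mean activation of the plate's test wells plus 3 SD, cut at about 12% in these data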;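 note: 0% = DMSO only wells and 100% = carbachol wells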
# Target sequence (Q8TDD5 whole entry, looked up): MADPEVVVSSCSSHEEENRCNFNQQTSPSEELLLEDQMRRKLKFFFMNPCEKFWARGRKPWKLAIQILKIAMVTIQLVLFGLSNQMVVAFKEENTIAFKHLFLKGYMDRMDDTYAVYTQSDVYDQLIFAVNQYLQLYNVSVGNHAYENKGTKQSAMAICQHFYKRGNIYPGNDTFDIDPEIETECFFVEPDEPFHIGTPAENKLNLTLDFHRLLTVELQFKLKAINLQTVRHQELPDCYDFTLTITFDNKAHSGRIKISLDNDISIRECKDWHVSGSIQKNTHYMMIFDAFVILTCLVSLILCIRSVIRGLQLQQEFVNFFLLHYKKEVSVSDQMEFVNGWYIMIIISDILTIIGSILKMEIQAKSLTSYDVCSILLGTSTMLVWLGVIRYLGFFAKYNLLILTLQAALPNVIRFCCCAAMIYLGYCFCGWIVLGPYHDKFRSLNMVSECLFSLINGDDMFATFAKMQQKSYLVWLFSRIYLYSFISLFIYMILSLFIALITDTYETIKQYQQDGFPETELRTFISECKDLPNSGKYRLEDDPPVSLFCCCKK
#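 Test system: TRPML3-YFP stable HEK293 cells. Doses: single point at 3 µM. Incubation: dye loading 1 h 37 °C then 30 min ambient, 125 s read. Signal: Fluo-8 calcium dye fluorescence, ex 470-495, em 515-575 nm. Measure: percent activation from peak-to-basal fluorescence ratio, scaled between DMSO and carbachol.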
# zfTRPN1 agonist = activates the zebrafish TRPN1 channel; activation, % at 3 µM; AID 1424; HEK293 zebrafish TRPN1-YFP, Fluo-8 calcium fluorescence; 100% = response to 87 µM carbachol; actives 0.18% (n = 220,000);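 active = activation above its plate's cutoff, the mean activation of test wells on that plate plus 3 SD, cut at about 19% in these data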;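 note: 0% = DMSO alone and 100% = 87 µM carbachol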
#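 Assay system: Zebrafish TRPN1-YFP in HEK293 cells | Incubation: Dye loading 1 h at 37 °C, then 30 min room temperature | Measured by: Kinetic Fluo-8 fluorescence, ex 470-495, em 515-575 nm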
# PPC-1+TRAIL kill = kills PPC-1 cancer cells in the presence of TRAIL; PPC-1 cells + TRAIL, ATPLite viability luminescence; cell killing (% activity), % at 4 µM; actives 0.41% (n = 220,000); AID 1443;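 active = cell killing above 50% in the first pass at 4 µM, then a duplicate retest at 5 µM averaging 50% or more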;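 note: plate controls were cells with TRAIL plus DMSO for no effect and medium-only wells lacking cells for full effect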
# CHOP inh = CHOP inhibition in unfolded protein response. CHO-K1 CHOP-promoter luciferase, tunicamycin-induced, 15-18 h. actives 3.8% (n = 220,000). inhibition, % at 10 µM. AID 2732;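 active = compounds that reduced the stress-induced luciferase reporter signal by more than about 70% of percent inhibition, limit read from the data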;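 note: 0% = tunicamycin plus vehicle and 100% = wells without tunicamycin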
# 14-3-3 Bad PPI = disrupts binding of bovine 14-3-3 zeta to phospho-Bad peptide; P63103; TR-FRET 14-3-3zeta/Dy647-pBad peptide displacement, 1 h; inhibition, % at 21.7 µM; actives 0.71% (n = 220,000); AID 781;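 active = inhibition above about 70%, limit read from the data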;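 note: 0% = full 14-3-3 plus peptide FRET controls and 100% = background without 14-3-3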
# EP2 modulator = modulators of human EP2 prostaglandin E2 receptor; P43116; EP2-expressing cells, cAMP HTRF FRET, PGE2 co-stimulation; induction, % at 25 µM; actives 0.83% (n = 260,000); AID 940;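 active = compounds whose cAMP rise, as percent of the full-agonist control response, exceeds 60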;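 note: rat C6 glioma line stably carrying human EP2 under a CMV promoter; the protocol text gives 20 µM as final concentration; 100% = response of wells given 1 µM PGE2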
# NPY1 pot ag = potentiators or agonists of human neuropeptide Y receptor Y1; NPY-Y1 expressing cells, potentiator/agonist activation; actives 0.37% (n = 220,000); P25929; activation, % at 3.6 µM; in the data active = activation above about 33%, passing the limit was not always enough;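 note: cells stimulated with NPY at EC10 then isoproterenol at EC100; 0% = low agonist plus stimulus and 100% = saturating agonist plus stimulus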
# NPY Y1 blocker = antagonists of human neuropeptide Y receptor Y1; P25929; HEK293-CNG Y1 cells, membrane potential fluorescence; NPY at EC95, then isoproterenol; inhibition, % at 3.6 µM; actives 1% (n = 200,000); AID 1040;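 active = inhibition above the campaign mean inhibition of all tested compounds plus 3 SD, cut at about 20% in these data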;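 note: 0% = DMSO wells given NPY plus isoproterenol and 100% = isoproterenol alone without NPY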
#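 System: HEK293 cells with Y1 receptor plus CNG channel / Probe or stimulus: NPY 25 nM then isoproterenol 1 µM plus Ro 20-1724 25 µM / Compound: one concentration, 3.6 µM, in 0.4% DMSO / Schedule: compound incubation 1 h at room temperature, readout 45 min post-stimulation / Measured by: membrane potential fluorescence / Read-out: % inhibition of NPY effect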
# Active calls of the source: *; · = no result given; & = joins results of further samples; [ ] = dose if it differs, or a comment. A portion of the library (hit frequency here may not be typical).
# Values run as follows: PGE2 EP2 inh	TRPML3 agonist	zfTRPN1 agonist	PPC-1+TRAIL kill	CHOP inh	14-3-3 Bad PPI	EP2 modulator	NPY1 pot ag	NPY Y1 blocker
[1] c1ccc2c(CN3CCN(C4CCCCC4)CC3)c[nH]c2c1
  6	0.3	-0.7	13	8	-11	-35	-80	9
[2] O=C(c1cccc(C(F)(F)F)c1)C1CCCN(Cc2ncc[nH]2)C1 (configuration not stated)
  13	0.0	0.8	-24	10	-13	5	4	4
[3] O=C(CSC1c2ccccc2-c2ccccc21)N/N=C/c1ccccc1C(=O)O
  1	-0.3	1.5	8	5	12	-2	0	4
[4] COc1ccc2nc(/N=C/c3c(O)n(-c4cccc(Cl)c4)c(=O)[nH]c3=O)sc2c1
  18	0.8	2.6	10	-32	24	-32	2	-2
[5] Cc1ccc(N2C(=O)CC(=O)NC2=O)cc1
  2	1.2	-0.3	7	-38	5	28	3	0
[6] Cc1cc(/C=C2\C(=O)NC(=O)N(c3ccc(F)cc3)C2=O)c(C)n1-c1ccc(C(=O)O)cc1
  9	1.4	0.8	11	1	-3	20	17	1
[7] NC(=O)CN1CCCC1=O
  11&9&15	-0.1	-0.5	20	-9&11	0	21&3&-6	-3	4
[8] Cc1cc(NC(=O)COC(=O)c2c(C)nn(Cc3ccccc3)c2Cl)no1
  7	-0.3	-1.6	25	57	4	26	-40	7
[9] CCOP(=O)(OCC)C(NC(=O)c1ccccc1C)C(Cl)(Cl)Cl (configuration not stated)
  2	-0.2	0.2	-1	-8	6[fluorescence artefact?]	8	5	6
[10] CCOP(=O)(C#Cc1ccccc1)C(O)c1ccc(Br)cc1 (configuration not stated)
  9	0.4	0.3	8	15	-3	57	16	·
[11] O=C1CN=C(c2ccccc2)c2ccccc2N1Cc1ccc(C(F)(F)F)cc1
  4	0.1	0.6	4	68	7	51	14	-2
[12] O=c1[nH]c(=O)n(Cc2ccccc2)c(O)c1C=NCCN1CCNCC1
  11	0.4	-0.5	29	33	-13[fluorescence artefact?]	13	-10	2
[13] CN1C(=O)C(=Cc2ccc(N3CCOCC3)c([N+](=O)[O-])c2)C(=O)N(C)C1=O
  6	0.6	1.0	30	-2	-17	-61	9	0
[14] Cc1ccccc1Cc1c(C)nc2nc(SCC(=O)N3CCC4(CC3)OCCO4)nn2c1C
  12	0.7	-0.1	0	4	12	-10	-7	9
[15] CN1C(=O)CC(c2ccccc2)Nc2ccccc21 (configuration not stated)
  8	0.1	0.4	-1	7	3	-16	-26	·
[16] O=c1c2ccccc2nc(/C=C/c2ccc(O)cc2)n1-c1cccc(O)c1
  10	-0.4	0.2	13	71*	-1	-19	-9	3
[17] CC(=O)N1CC(=O)Nc2ccc(Cl)cc2C1c1ccc(F)cc1 (configuration not stated)
  5	0.6	-0.2	16	3	-5[fluorescence artefact?]	30	12	4
[18] O=C(O)C(O)(c1ccccc1)C1CCCC1 (configuration not stated)
  3	0.8	1.9	-4	-7	31	8	12	1
[19] CC(Cc1ccccc1)[n+]1cc(/N=C(\N)[O-])on1 (configuration not stated)
  13	0.0	0.3	10	15	0	6	3	1
[20] COc1cc(C=C2C(=O)NC(=O)NC2=O)ccc1O
  10	0.5	1.0	21	13	-5	15	4	·
[21] Cc1ccc(N2C(=O)NC(=O)/C(=C\c3ccc([N+](=O)[O-])o3)C2=O)cc1
  10	1.8	2.5	5	-10	47	27	-1	8
[22] Cc1cccn2c(=O)c3c(nc12)N1CCCCC1C1(C3)C(=O)N(C)C(=O)N(C)C1=O (configuration not stated)
  10	-0.2	-2.6	-3	2	-5	-4	-10	·
[23] CC1=C2C(=O)C3C(CC=C4CC(OC5OC(O)C(O)C(O)C5CO)CCC43C)C2CCC12OC1CC(C)CNC1C2C (configuration not stated)
  6	0.8	0.7	1	-8	2	52	-20	·
[24] COc1ccccc1OCC#CCN1CCCCCC1
  6	0.9	0.0	16	9	60	20	15	-2
[25] O=C(O)c1cn(Cc2ccccc2)nc1-c1ccccc1
  4	1.0	0.2	15	10	12	16	-42	13
[26] O=S(=O)(c1ccc(F)cc1)N1CCCCC1c1cccnc1 (configuration not stated)
  7	0.5	1.4	23	20	1	-13	7	·
[27] COc1ccc(S(=O)(=O)N2CC3CC(C2)c2cccc(=O)n2C3)cc1 (configuration not stated)
  10&5	0.5	-0.6	-6	1	-7	4&2	12	4
[28] O=c1[nH]c(CN2CC=C(c3ccccc3)CC2)nc2scc(-c3cccs3)c12
  13	0.9	0.4	19	11	-5	-51	3	·
[29] COc1ccc(-n2c(Cc3cccc([N+](=O)[O-])c3)nc3ccccc3c2=O)cc1
  2	0.6	-1.2	14	21	-11[fluorescence artefact?]	23	-5	3
[30] O=c1[nH]c(=O)n(-c2cccc3ccccc23)c(O)c1C=NCc1ccc2c(c1)OCO2
  7	0.5	-0.3	27	66	-1	9	3	-5

# Reformatted field by field: entries from further up
[19] CC(Cc1ccccc1)[n+]1cc(/N=C(\N)[O-])on1 (configuration not stated)
- PGE2 EP2 inh = 13
- TRPML3 agonist = 0.0
- zfTRPN1 agonist = 0.3
- PPC-1+TRAIL kill = 10
- CHOP inh = 15
- 14-3-3 Bad PPI = 0
- EP2 modulator = 6
- NPY1 pot ag = 3
- NPY Y1 blocker = 1
[15] CN1C(=O)CC(c2ccccc2)Nc2ccccc21 (configuration not stated)
- PGE2 EP2 inh = 8
- TRPML3 agonist = 0.1
- zfTRPN1 agonist = 0.4
- PPC-1+TRAIL kill = -1
- CHOP inh = 7
- 14-3-3 Bad PPI = 3
- EP2 modulator = -16
- NPY1 pot ag = -26
- NPY Y1 blocker = ·

# Later entries:
# Values run as follows: PGE2 EP2 inh	TRPML3 agonist	zfTRPN1 agonist	PPC-1+TRAIL kill	CHOP inh	14-3-3 Bad PPI	EP2 modulator	NPY1 pot ag	NPY Y1 blocker
[31] Cc1ccc(C)c(CN2CCC(n3nnc4cc(F)ccc43)CC2)c1
  2	-0.1	-1.2	21	75*	-6	21	-15	8
[32] COc1ccccc1OCCCn1cc(C(=O)c2ccco2)c2ccccc21
  7&7	-0.3	-2.0	-7	13	3	-39&-8	-49	9
[33] CN(CCc1ccccc1)Cc1ccccc1[N+](=O)[O-]
  ·	-0.1	-0.4	12	17	21[fluorescence artefact?]	21	20	5
[34] COC(=O)C(O)(c1c[nH]c2ccccc12)C(F)(F)F (configuration not stated)
  5	-0.3	0.4	-2	1	-7	-10	13	-6
[35] Cc1ccccc1-n1c(O)c(/C=C2/C(c3ccccc3)=Nc3ccccc32)c(=O)[nH]c1=O
  23	1.7	1.0	23	-41	-1[fluorescence artefact?]	-83	10	10
[36] Clc1ccc(C2NCCc3[nH]cnc32)cc1 (configuration not stated)
  5	-0.3	-0.2	6	-12	-10	-1	7	2
[37] c1ccc(P(c2ccccc2)c2ccccn2)cc1
  13	-0.2	-0.9	17	4	-14	42	16	·
[38] Nc1ccccc1C(=O)OCC(=O)c1ccc2c(c1)OCCO2
  5	-0.5	0.6	-7	-3	16	-25	9	5
[39] CC(=O)c1c(O)n(C2CCCCCC2)c(=O)[nH]c1=O
  14	0.1	0.9	-7	37	9[fluorescence artefact?]	22	-4	1
[40] CC(=O)N(C1=NCCCS1)c1ccccc1F
  6	0.7	-0.1	-2	50	17	4	-16	2
[41] Cn1c(=O)cc(SCC(=O)N2CCC3(CC2)OCCO3)c2ccc(Cl)cc21
  14	0.7	-2.3	23	6	18	29	2	2
[42] COCCNC(=O)c1c(NC(=O)c2ccco2)n(Cc2ccccc2)c2nc3ccccc3nc12
  7	0.3	-0.3	-2	44	1	38	5	-4
[43] COc1ccc(-n2c(O)c(C(C)=NCC3CCCO3)c(=O)[nH]c2=O)cc1 (configuration not stated)
  7	1.0	0.0	3	7	1	12	-7	·
[44] O=c1c2ccccc2nc(-c2ccccc2)n1-n1cccc1
  19	0.4	0.5	12	-60	15	5	2	-10
[45] O=C(CN1CC=C(c2ccccc2)CC1)NC(=O)NC1CCCCC1
  1	0.8	0.0	27	18	0	3	-8	6
[46] COc1cc(N2CCOCC2)ccc1C=C1C(=O)NC(=O)NC1=O
  8	0.3	0.3	20	-2	16	-18	22	-7
[47] CC1CCN(C(=O)C(C)Cl)CC1 (configuration not stated)
  6	1.1	0.2	-15	4	-23	17	-11	-4
[48] CCOP(=O)(Cc1ccc(C#N)o1)OCC
  9	0.8	1.2	-4	-4	0	-32	20	·
[49] NC1CCCCC1N=Cc1c(O)n(Cc2ccc(F)cc2)c(=O)[nH]c1=O (configuration not stated)
  8	-0.1	0.2	22	20	-12	-1	-8	0
[50] COC(=O)C(O)(c1ccc(NC(=O)c2ccco2)c(OC)c1)C(F)(F)F (configuration not stated)
  14	0.3	0.3	16	26	-2	4	-12	2
[51] Cc1ccc(C2N3CCCN23)cc1 (configuration not stated)
  27	1.0	0.9	-11	11	3	27	10	·
[52] Cc1nc2ccccc2c(=O)n1-c1cccc(O)c1
  8	0.8	0.4	-14	-5	2	16	11	-5
[53] Cn1c(O)c(C=NC2CCCCCC2)c(=O)[nH]c1=S
  7	1.3	-0.5	28	-16	2	-25	1	8
[54] COC(=O)c1ccc(N2C(=O)CC(N3CCC(n4c(=O)[nH]c5ccccc54)CC3)C2=O)cc1 (configuration not stated)
  11	1.2	0.3	-6	4	0	-1	8	0

# Entries above that have a Cl atom, in the order listed:
# Values run as follows: PGE2 EP2 inh	TRPML3 agonist	zfTRPN1 agonist	PPC-1+TRAIL kill	CHOP inh	14-3-3 Bad PPI	EP2 modulator	NPY1 pot ag	NPY Y1 blocker
[4] COc1ccc2nc(/N=C/c3c(O)n(-c4cccc(Cl)c4)c(=O)[nH]c3=O)sc2c1
  18	0.8	2.6	10	-32	24	-32	2	-2
[8] Cc1cc(NC(=O)COC(=O)c2c(C)nn(Cc3ccccc3)c2Cl)no1
  7	-0.3	-1.6	25	57	4	26	-40	7
[9] CCOP(=O)(OCC)C(NC(=O)c1ccccc1C)C(Cl)(Cl)Cl (configuration not stated)
  2	-0.2	0.2	-1	-8	6[fluorescence artefact?]	8	5	6
[17] CC(=O)N1CC(=O)Nc2ccc(Cl)cc2C1c1ccc(F)cc1 (configuration not stated)
  5	0.6	-0.2	16	3	-5[fluorescence artefact?]	30	12	4
[36] Clc1ccc(C2NCCc3[nH]cnc32)cc1 (configuration not stated)
  5	-0.3	-0.2	6	-12	-10	-1	7	2
[41] Cn1c(=O)cc(SCC(=O)N2CCC3(CC2)OCCO3)c2ccc(Cl)cc21
  14	0.7	-2.3	23	6	18	29	2	2
[47] CC1CCN(C(=O)C(C)Cl)CC1 (configuration not stated)
  6	1.1	0.2	-15	4	-23	17	-11	-4
